# Bioassay records deposited in PubChem BioAssay by several laboratories.
# S1P4 agonist – S1P4 receptor agonists, primary screen, cell-based; Sphingosine 1-phosphate receptor 4 (Homo sapiens), O95977; S1P4-expressing cell line, agonist reporter assay; 220,000 compounds, 0.35% hits; activation, % at 4.98 µM; in the data active = activation above about 11%;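 note: 0% = DMSO vehicle and 100% = reference agonist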
# Target sequence (O95977 whole entry, looked up): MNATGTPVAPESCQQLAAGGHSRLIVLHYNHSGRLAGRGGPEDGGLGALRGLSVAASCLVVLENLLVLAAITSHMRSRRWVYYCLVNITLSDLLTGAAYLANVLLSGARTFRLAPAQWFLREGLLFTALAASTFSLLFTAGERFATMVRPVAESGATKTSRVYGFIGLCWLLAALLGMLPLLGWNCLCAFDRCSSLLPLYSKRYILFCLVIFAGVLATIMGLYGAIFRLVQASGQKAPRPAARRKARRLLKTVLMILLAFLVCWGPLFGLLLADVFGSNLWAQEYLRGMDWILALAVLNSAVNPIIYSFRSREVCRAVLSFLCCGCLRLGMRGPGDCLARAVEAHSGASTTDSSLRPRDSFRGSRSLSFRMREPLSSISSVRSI
# CHOP inhibitor – inhibitors of CHOP promoter induction, primary screen, cell-based, unfolded protein response, luciferase reporter; CHO-K1 CHOP-promoter luciferase, tunicamycin-induced, 15-18 h; inhibition, % at 10 µM; 220,000 compounds, 3.8% hits; AID 2732, 2010;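 active = compounds that reduced the stress-induced luciferase reporter signal by more than about 70% of percent inhibition, limit read from the data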;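 note: 0% = tunicamycin plus vehicle and 100% = wells without tunicamycin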
# EP2 modulator – EP2 receptor modulators, cAMP readout, primary screen, cell-based, HTRF cAMP, PGE2 stimulation; AID 940, 2007; 260,000 compounds, 0.83% hits; induction, % at 25 µM; EP2-expressing cells, cAMP HTRF FRET, PGE2 co-stimulation;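 active = compounds whose cAMP rise, as percent of the full-agonist control response, exceeds 60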;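 note: rat C6 glioma line stably carrying human EP2 under a CMV promoter; the protocol text gives 20 µM as final concentration; 100% = response of wells given 1 µM PGE2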
# NPY-Y1 PAM-ag – NPY-Y1 receptor potentiators or agonists, primary screen, cell-based | 220,000 compounds, 0.37% hits | activation, % at 3.6 µM | NPY-Y1 expressing cells, potentiator/agonist activation | Neuropeptide Y receptor type 1 (Homo sapiens), P25929; in the data active = activation above about 33%, passing the limit was not always enough;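 note: cells stimulated with NPY at EC10 then isoproterenol at EC100; 0% = low agonist plus stimulus and 100% = saturating agonist plus stimulus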
# Target sequence (P25929 whole entry, looked up): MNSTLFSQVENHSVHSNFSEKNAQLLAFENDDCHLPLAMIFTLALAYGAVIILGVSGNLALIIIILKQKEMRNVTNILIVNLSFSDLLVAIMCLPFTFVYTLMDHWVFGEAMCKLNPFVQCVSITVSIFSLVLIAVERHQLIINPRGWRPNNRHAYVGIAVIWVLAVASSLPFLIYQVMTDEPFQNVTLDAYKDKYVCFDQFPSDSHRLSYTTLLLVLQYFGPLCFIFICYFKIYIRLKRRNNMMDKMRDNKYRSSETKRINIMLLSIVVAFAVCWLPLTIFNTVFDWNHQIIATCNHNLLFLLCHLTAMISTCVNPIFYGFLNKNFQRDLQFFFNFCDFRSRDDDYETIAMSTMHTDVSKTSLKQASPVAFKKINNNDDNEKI
# NPY-Y1 antag – NPY-Y1 receptor antagonists, primary screen, cell-based | Neuropeptide Y receptor type 1 (Homo sapiens), P25929 | HEK293-CNG Y1 cells, membrane potential fluorescence; NPY at EC95, then isoproterenol | inhibition, % at 3.6 µM | 200,000 compounds, 1% hits;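 active = inhibition above the campaign mean inhibition of all tested compounds plus 3 SD, cut at about 20% in these data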;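 note: 0% = DMSO wells given NPY plus isoproterenol and 100% = isoproterenol alone without NPY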
#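 Assay system: HEK293 cells with Y1 receptor plus CNG channel | Probe or stimulus: NPY (25 nM), isoproterenol (1 µM), Ro 20-1724 (25 µM) | Timing: Compound incubation 1 h at room temperature, readout 45 min post-stimulation | Measured by: Membrane-potential fluorescent dye readout | Benchmarks: High control isoproterenol alone, low control NPY with isoproterenol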
# TRPML3 ag – human TRPML3 channel agonists, primary screen, cell-based, HEK293 TRPML3-YFP, Fluo-8 calcium fluorescence, 3 µM | Mucolipin-3 (Homo sapiens), Q8TDD5 | 100% = the carbachol control signal | activation, % at 3 µM | 220,000 compounds, 0.29% hits;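 active = activation above its plate's cutoff, the mean activation of the plate's test wells plus 3 SD, cut at about 12% in these data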;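 note: 0% = DMSO only wells and 100% = carbachol wells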
#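 Test system: HEK293 cells stably carrying human TRPML3-YFP; Doses: single dose, 3 µM final nominal compound, 0.3% DMSO final; Schedule: dye loading 1 h 37 °C then 30 min ambient, 125 s read; Technique: Fluo-8 calcium fluorescence; Benchmarks: high control carbachol 87 µM, low control DMSO.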
# NPY2 pot ag – NPY-Y2 potentiators or agonists, primary screen, cell-based. Neuropeptide Y receptor type 2 (Homo sapiens), P49146. cells expressing NPY-Y2, potentiator/agonist read-out. activation, % at 3.6 µM. 220,000 compounds, 0.45% hits. AID 1359, 2008; in the data active = activation above about 27%;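 note: cells stimulated with NPY near EC25 plus isoproterenol at EC100; 0% = vehicle plus submaximal agonist and 100% = vehicle plus saturating agonist; some results beyond the cut were filed as inactive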
# S1P4 antagonist – S1P4 receptor antagonists, primary screen, cell-based. Sphingosine 1-phosphate receptor 4 (Homo sapiens), O95977. S1P4-expressing cells, antagonist mode, reporter read-out. inhibition, % at 4.98 µM. 220,000 compounds, 0.26% hits; in the data active = inhibition above about 29%;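 note: 0% = wells stimulated with agonist and 100% = vehicle wells without agonist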
# zfTRPN1 agonist – zebrafish TRPN1 channel agonists, primary screen, cell-based, HEK293, calcium fluorescence | HEK293 zebrafish TRPN1-YFP, Fluo-8 calcium fluorescence; 100% = response to 87 µM carbachol | activation, % at 3 µM | transient receptor potential cation channel N1 (TRPN1/NompC), Danio rerio | 220,000 compounds, 0.18% hits;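 active = activation above its plate's cutoff, the mean activation of test wells on that plate plus 3 SD, cut at about 19% in these data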;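 note: 0% = DMSO alone and 100% = 87 µM carbachol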
#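 Material: zebrafish TRPN1-YFP in HEK293 cells. Doses: one dose of 3 µM, 0.3% DMSO. Incubation: dye 1 h 37 °C plus 30 min RT. Measured by: intracellular calcium fluorescence with Fluo-8.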
# * hit, by the source's call; · = no result given; & = joins results of further samples. A portion of the library, so the mix of outcomes need not match the whole.
SMILES,S1P4 agonist,CHOP inhibitor,EP2 modulator,NPY-Y1 PAM-ag,NPY-Y1 antag,TRPML3 ag,NPY2 pot ag,S1P4 antagonist,zfTRPN1 agonist
CC(=NCCN1CCOCC1)c1c(O)n(Cc2ccccc2)c(=O)[nH]c1=O,-1.5,-12,39,20,3,0.1,17,-6,-1.2
Cn1c(O)c(/C=N/NC(=O)c2ccncc2)c(=O)[nH]c1=S,0.2,-6,12,-7,·,0.9,3,-1,1.5
Cc1ccc(C)c(-n2c(C)nc3ccccc3c2=O)c1,0.2,9,6,-1,·,0.7,-2,4,2.0
CN1CCN(C(=O)COc2ccc(-c3nc4ccccc4s3)cc2)CC1,2.1,50,-24,-23,-2,2.1,-13,-6,3.5
N#CC1=C(N)Oc2cc(O)ccc2C1c1ccc2c(c1)OCO2 (configuration not stated),-0.9,7,-20,11,-5,0.1,11,12,0.6
CNCC(C)c1ccccc1 (configuration not stated),-0.1,-25,-48,4,3,0.3,3,-4,-0.1
CC(=NCC1CCCO1)c1c(O)n(-c2ccc(C)cc2)c(=O)[nH]c1=O (configuration not stated),3.2,13,17,0,2,1.4,-18,-2,-0.5
CN(C)/C=C(\C=[N+](C)C)c1[nH]ncc1[N+](=O)[O-],0.4,7,20,13,0,1.8,-7,-3,0.2
CN1CCCCC1c1ccc(-c2cccnc2)nc1 (configuration not stated),-0.6,30,11&29,-5,1,0.8,-11,-11,0.6
O=C(C1CC(c2ccc(F)cc2)=NO1)N1CCC2(CC1)OCCO2 (configuration not stated),1.8,29,18,-2,3,1.0,-6,-6,-0.4
COc1ccc(-c2nc(CS(=O)CC(=O)N3CCC4(CC3)OCCO4)c(C)o2)cc1 (configuration not stated),-1.8,3,-26,-6,0,-0.4,-1,8,0.1
Cc1[nH]c2c(C(F)(F)F)cccc2c1CCN,0.1,·,-28,-10,-5,0.1,-8,-24,1.4
CC(=O)OC1(c2ccc(C)cc2)CN2CCC1c1ccccc12 (configuration not stated),0.2,9,27,13,-2,0.1,-6,-6,-0.1
Clc1ccc(N2CCNCC2)nn1,0.8,-14,-12,20,1,1.2,-1,-1,1.3
C=Cn1ccnc1P(=S)(c1ccn(C)c1)c1nccn1C=C,-0.5,-11,-4,-9,2,0.5,11,11,0.7
CC(C)OC(=O)Nc1ccc(N=C(N)N[N+](=O)[O-])cc1,0.8,-14,7,9,2,0.8,-2,-10,0.1
O=C(O)C1C2c3ccccc3C(c3ccccc32)C1C(=O)Nc1ccccc1 (configuration not stated),-0.4,-16,-4,7,8,0.3,-8,3,0.0
CC(C)NC(=O)c1ccc(N2CC3CC(C2)c2cccc(=O)n2C3)c([N+](=O)[O-])c1 (configuration not stated),-0.9,-12,3,1,-4,0.3,-4,-7,0.3
O=C1NC(c2cc3ccccc3nc2Cl)Nc2ccccc21 (configuration not stated),10,-3,9,7,3,0.5,11,-15,1.1
CCN(CC)CCCN=C(C)c1c(O)n(C2CCCCC2)c(=O)[nH]c1=O,-0.1,6,2,12,8,0.9,8,6,1.8
CC(NCc1ccccc1Cl)C(O)c1ccccc1 (configuration not stated),1.7,5,23,0,0,-0.3,1,-6,-0.7
O=c1[nH]c(=O)n(Cc2ccc(F)cc2)c(O)c1C=NCC1CCCO1 (configuration not stated),0.1,23,9,-17,-6,-0.4,-1,2,1.2
O=C(CN1CCCCC1)c1cccc(Br)c1,0.5,1,18,14,-2,0.7,5,-19,-1.0
COc1ccc(CC(=O)Nc2ccc3c(C(F)(F)F)cc(=O)oc3c2)cc1OC,-0.5,-3,15,-20,7,0.3,-5,-8,-0.4
Cc1cc(C)cc(N2C(=O)NC(=O)/C(=C/c3cccn3-c3ccc(Cl)cc3)C2=O)c1,-1.7,-88,-91,12,-4,0.6,-2,3,-0.1
CCOP(=S)(OCC)Oc1cc(C)oc(=O)c1,1.1,2,18,-7,·,-0.6,2,5,1.3
O=C1NC(=O)N(Cc2ccc(F)cc2)C(=O)/C1=C\c1ccc([N+](=O)[O-])s1,-0.2,-17,-56,22,·,7.8,7,12,8.3
Cc1cc(C)n2nc(SCC(=O)N3CCC4(CC3)OCCO4)nc2n1,-0.7,23,14,8,-2,1.2,17,-7,-0.8
COc1ccc2c(c1OC)C(=O)OC2c1c(O)n(Cc2ccc(F)cc2)c(=O)[nH]c1=O (configuration not stated),-0.2,-11,-21,11,6,0.6,4,-14,1.3
Cc1nn(Cc2ccccc2)c(Cl)c1C(=O)O,1.1,-1,37,-15,4,1.4,-16,9,1.9
CC(C)[N+]12CCC(CC1)C(C(O)(c1ccccc1)c1ccccc1)C2 (configuration not stated),-1.0,13,25,6,·,-0.2,-2,9,-0.6
N=C1SCC(=O)N1Cc1ccccc1,1.3,-6,-6,6,1,0.5,10,-7,1.1
CNC(=O)Nc1ccc(C(=O)N/N=C\C23CC[C@@H](O)CC2(O)CC[C@@H]2[C@@H]3CCC3(C)C(C4=CC(=O)OC4)CCC23O)cc1 (some centres not stated),-0.3,7,-15,-18,·,0.7,-39,-1,-0.3
CCOc1cccc(OCC)c2c(C)[n+](CC3CCCO3)c(C)c1-2 (configuration not stated),0.5,21,8,-2,0,1.1,-7,-5,0.8
C=CCN1C(=O)/C(=C\c2ccc(N3CCOCC3)o2)C(=O)NC1=S,0.7,16,33,-1,-5,1.7,12,-4,2.5
CCOC(=O)c1cc(C)n(CCc2cnc[nH]2)c1C,1.8,-13,-5,22,-1,0.9,2,-22,1.0
CCC(=NCCCN(CC)CC)c1c(O)n(C2CCCCC2)c(=O)[nH]c1=O,0.2,14,12,22,-2,0.6,-6,2,-0.5
Cc1ccc(Cl)cc1-n1c(O)c(C=NCCCN2CCOCC2)c(=O)[nH]c1=O,0.7,17,-10,3,-2,0.9,-7,5,-0.5
Cc1[nH]c2c(Cl)cccc2c1CCN,-1.6,·,·,-3,6,0.8,-17,-15,-1.2
CCCCC/C(=N\O)c1c[nH]c2ccccc12,1.3,49,7,-4,0,-0.8,-27,-5,-0.8
CCc1ccc(NC(=O)C(C)OC(=O)c2c(C)nn(Cc3ccccc3)c2Cl)cc1 (configuration not stated),0.1,39,5,-19,9,0.0,0,2,-1.2
Cc1cccc(C)c1NC(=O)c1cccn(Cc2ccc3c(c2)OC(F)(F)O3)c1=O,-2.8,86*,30,-3,-4,1.8,6,-2,0.5
COc1ccccc1N1CCN(Cc2cnc(-c3ccccc3)[nH]2)CC1,0.8,11,-22,-33,·,0.8,-6,0,-0.3
CC1(C)CN=C(Nc2ccc(F)c(F)c2)S1,0.1,82*,7,-5,3,0.4,0,-31,0.5
Clc1ccc2c(c1)C(OC1CN3CCC1CC3)c1ccccc1CS2 (configuration not stated),0.2,14,-23,8,17,1.5,13,7,0.6
CC(C)CCC1(CN2CCCC2=O)C(=O)NC(=O)NC1=O,0.2,13,38,7,7,1.1,2,-28,2.0
C=CCN1C(=O)NC(=O)C(Cc2ccc(OC)c(OC)c2)C1=O (configuration not stated),0.1,10,28,8,-2,0.8,4,-33,-0.9
CCC(CO)NC(=O)C1C=C2c3cccc4[nH]cc(c34)CC2N(C)C1 (configuration not stated),-0.1,15,-7,16,·,0.6,8,-13,1.2
Cc1nn(Cc2c(Cl)cccc2Cl)c(Cl)c1C(=O)O,2.7,14,28,-11,1,0.6,-2,-13,1.6
CCN1CCN(c2ncnc3ccc(Br)cc23)CC1,3.0,52,-1,-18,5,0.1,-2,-35,1.1
O=Cc1c(C(=O)O)n(Cc2ccc(Cl)cc2)c2ccccc12,1.5,1,-7,-9,9,2.8,4,-13,3.9
Cc1ccccc1-c1nc(CS(=O)CC(=O)N2CCC3(CC2)OCCO3)c(C)o1 (configuration not stated),2.0,7,-6,-6,4,-0.7,-17,-15,0.4
O=C(Cn1cc(C(=O)c2ccccc2F)c2ccccc21)NC1CC1,1.6,9,-12,2,-4,0.9,-5,-7,-0.5
O=c1[nH]c2ccccc2c(=O)n1-c1cccc(Cl)c1,2.3,16,15,24,-4,-0.4,10,-13,1.2
CN1c2ccc([N+](=O)[O-])cc2CC2(C(=O)NC(=O)NC2=O)C1c1ccccc1 (configuration not stated),0.8,6,-3,14,0,0.2,5,-11,0.8
CC[n+]1c(SC)ccc2cc(OC)ccc21,-1.9,-13,-1,-9,-1,0.6,-7,-19,0.5
CCOC(=O)C1=C(N)OC(C)=C(C(=O)OCCOC)C12C(=O)Nc1ccccc12 (configuration not stated),-1.9,-11,13,14,1,0.4,9,-1,0.3
CCN(CC)CCN1Cc2ccccc2C1=N,-0.5,0,-26,-12,9,0.5,2,3,1.1
CC(C)[C@H]1C(=O)N2CCC[C@H]2[C@]2(O)O[C@](NC(=O)[C@@H]3C=C4c5cccc6[nH]cc(c56)C[C@H]4N(C)C3)(C(C)C)C(=O)N12,1.8,6,-24,-9,-3,1.6,4,-12,1.6
C[N+]1(C)CCc2cc3c(cc2[C@H]1[C@@H]1OC(=O)c2c1ccc1c2OCO1)OCO3,1.0&-0.8,9&-6&16,7&3&12,16&12,-1&1,0.7&0.0,12&6,-25&11,-0.8&0.4
CC(=NCCCn1ccnc1)c1c(O)n(-c2ccccc2)c(=O)[nH]c1=O,-0.1,-1,34,-18,·,0.0,-15,1,2.2
O=c1c2ccc(Cl)cc2[nH]c(=S)n1-c1cccnc1,-0.5,26,9,-17,1,-0.2,-14,-32,-0.8

# Of the compounds above, two contain an aryl thioether with sulfur outside any ring.
SMILES,S1P4 agonist,CHOP inhibitor,EP2 modulator,NPY-Y1 PAM-ag,NPY-Y1 antag,TRPML3 ag,NPY2 pot ag,S1P4 antagonist,zfTRPN1 agonist
Cc1cc(C)n2nc(SCC(=O)N3CCC4(CC3)OCCO4)nc2n1,-0.7,23,14,8,-2,1.2,17,-7,-0.8
CC[n+]1c(SC)ccc2cc(OC)ccc21,-1.9,-13,-1,-9,-1,0.6,-7,-19,0.5
